# Apaf1 inhib – human Apaf-1 inhibition. O14727. reconstituted apoptosome caspase-3 activity, DEVD-Rh110 fluorescence. inhibition, % at 20 µM. actives 0.71% (n = 330,000); active = inhibition of at least 40% at 20 µM;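 note: plate controls were DMSO wells for no effect and DEVD-CHO caspase inhibitor wells for full effect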
#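 Material: reconstituted apoptosome with Apaf-1, cytochrome c, caspase-9, procaspase-3, dATP. Technique: Rh110 fluorescence intensity. Buffer or medium: pH 7.5 Hepes buffer with CHAPS, BSA, DTT. Times: 30 min plus 50 min, RT.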
# 697 NFkB inh – lowers PMA/ionomycin-induced NF-kB signal in 697 B cells. 697 B-cell NF-kB luciferase reporter, 16 h. inhibition, % at 4 µM. actives 0.33% (n = 330,000); in the data active = inhibition above about 35%
# SENP7 inh – SENP7 protease inhibition | recombinant SENP7, Z-RLRGG-aminoluciferin luminescence, 40 min | AID 434973 | actives 1.5% (n = 330,000) | inhibition, % at 5 µM;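 active = inhibition above about 50% at the single test dose, limit read from the data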;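 note: plate controls were DMSO with enzyme for no effect and no enzyme buffer wells for full effect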
# HKDC1 inhibitor – inhibitors of human hexokinase HKDC1; Q2TB90; recombinant HKDC1, G6PDH/diaphorase resazurin coupled fluorescence; inhibition, % at 20 µM; actives 0.16% (n = 340,000);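 active = inhibition above about 35% when tested at 20 µM, limit read from the data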;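 note: plate controls were DMSO wells with enzyme for no effect and DMSO wells lacking enzyme for full effect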
# Target sequence (Q2TB90 whole entry, looked up): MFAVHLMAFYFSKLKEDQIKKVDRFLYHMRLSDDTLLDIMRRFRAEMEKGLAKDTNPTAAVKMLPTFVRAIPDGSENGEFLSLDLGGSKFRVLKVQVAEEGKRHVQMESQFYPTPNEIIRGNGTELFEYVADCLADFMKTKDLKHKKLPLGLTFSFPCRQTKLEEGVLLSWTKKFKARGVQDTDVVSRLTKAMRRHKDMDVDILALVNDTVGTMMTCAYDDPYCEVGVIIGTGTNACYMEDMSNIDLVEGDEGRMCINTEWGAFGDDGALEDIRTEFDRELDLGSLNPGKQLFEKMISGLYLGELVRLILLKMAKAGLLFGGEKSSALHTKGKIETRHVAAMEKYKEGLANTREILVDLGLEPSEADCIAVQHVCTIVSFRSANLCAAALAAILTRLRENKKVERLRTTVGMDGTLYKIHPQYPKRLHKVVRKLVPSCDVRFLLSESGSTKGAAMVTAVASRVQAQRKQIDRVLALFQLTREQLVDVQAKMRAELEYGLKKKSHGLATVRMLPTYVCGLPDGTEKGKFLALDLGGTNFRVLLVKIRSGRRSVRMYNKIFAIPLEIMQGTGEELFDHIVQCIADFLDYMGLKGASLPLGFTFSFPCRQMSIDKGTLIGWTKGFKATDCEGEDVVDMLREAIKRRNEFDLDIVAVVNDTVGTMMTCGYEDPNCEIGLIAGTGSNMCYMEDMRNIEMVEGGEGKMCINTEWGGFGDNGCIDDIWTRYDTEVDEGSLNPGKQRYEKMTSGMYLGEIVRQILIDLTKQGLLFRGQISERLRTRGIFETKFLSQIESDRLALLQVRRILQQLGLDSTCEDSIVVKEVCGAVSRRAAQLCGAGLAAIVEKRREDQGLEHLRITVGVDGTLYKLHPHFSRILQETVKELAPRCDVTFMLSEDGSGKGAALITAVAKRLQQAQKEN
#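 Assay system: recombinant HKDC1 hexokinase; detection: coupled resazurin fluorescence, excitation 525 nm, emission 613 nm; benchmarks: DMSO-plus-enzyme-mix negative control, buffer-substituted positive control; compound dosing: single 20 µM dose; schedule: 90 min at room temperature in dark; also added: glucose plus 1 mM ATP as hexokinase substrates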
# Gli-Sufu block – antagonists of Gli-Sufu signaling; AID 588413; inhibition, % at 5 µM; actives 0.74% (n = 340,000); Sufu-KO-LIGHT fibroblasts, Gli luciferase reporter luminescence;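 active = inhibition above about 55%, limit read from the data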;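 note: 0% = DMSO-treated cells and 100% = wells with medium but no cells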
# Jurkat NFkB inh – inhibitors of the PMA/ionomycin-induced NF-kB reporter in Jurkat cells. PMA/ionomycin-induced NF-kB luciferase reporter, luminescence. inhibition, % at 4 µM. actives 0.53% (n = 330,000). AID 435003
# UBC13 polyUb – human UBC13 polyubiquitination inhibition; P61088; UBC13 polyubiquitin chain formation, TR-FRET; inhibition, % at 20 µM; actives 0.47% (n = 330,000); AID 485273; in the data active = inhibition above about 45%, passing the limit was not always enough
# SENP8 inh – SENP8 protease inhibition. Q96LD8. purified SENP8, Z-RLRGG-aminoluciferin cleavage, luminescence. inhibition, % at 10 µM. actives 1.2% (n = 330,000). AID 2540
# Active calls of the source: *. Cut-off read from the data, not from the text of the source, unless noted: active = inhibition above about 50%; inactive = the rest.
# Start of the data: the first 5 records as a preview:
SMILES,Apaf1 inhib,697 NFkB inh,SENP7 inh,HKDC1 inhibitor,Gli-Sufu block,Jurkat NFkB inh,UBC13 polyUb,SENP8 inh
N#Cc1nc(Nc2cccc(Cl)c2)c2ncn(C3CCCC3)c2n1,7,-259,49,-4,26,-257,14,3
CC(=O)Nc1ccc(S(=O)(=O)NCCC(=O)N2CCC(Cc3ccccc3)CC2)cc1,9,-22,-7,-4,12,8,-1,-10
CN(C)CCCNC1CS(=O)(=O)CC1O (configuration not stated),-2,22,0,-15,3,1,3,0
O=C(Nc1cccc(F)c1)C1CCCN(S(=O)(=O)c2ccccc2)C1 (configuration not stated),32,-11,4,-6,-1,3,2,1
COc1cc(CC(=O)OCC(=O)NCc2ccc(C)cc2)cc(OC)c1OC,0,9,4,1,6,0,1,0

# The list itself, repeating the preview:
SMILES,Apaf1 inhib,697 NFkB inh,SENP7 inh,HKDC1 inhibitor,Gli-Sufu block,Jurkat NFkB inh,UBC13 polyUb,SENP8 inh
N#Cc1nc(Nc2cccc(Cl)c2)c2ncn(C3CCCC3)c2n1,7,-259,49,-4,26,-257,14,3
CC(=O)Nc1ccc(S(=O)(=O)NCCC(=O)N2CCC(Cc3ccccc3)CC2)cc1,9,-22,-7,-4,12,8,-1,-10
CN(C)CCCNC1CS(=O)(=O)CC1O (configuration not stated),-2,22,0,-15,3,1,3,0
O=C(Nc1cccc(F)c1)C1CCCN(S(=O)(=O)c2ccccc2)C1 (configuration not stated),32,-11,4,-6,-1,3,2,1
COc1cc(CC(=O)OCC(=O)NCc2ccc(C)cc2)cc(OC)c1OC,0,9,4,1,6,0,1,0
Cc1ccc(O)c(-c2cc(C(=O)NCc3ccc4c(c3)OCO4)[nH]n2)c1,6,-4,-9,-9,-3,-2,0,-18
COc1ccccc1CNC(=O)[C@H](C)N1C(=O)N2CCc3c([nH]c4ccccc34)[C@@]2(C)C1=O,-1,2,0,-3,66*,11,8,8
Cc1csc(=O)n1CC(=O)OC(C)C(=O)Nc1ccc(F)c(F)c1F (configuration not stated),1,8,2,1,4,2,-6,-8
COCCn1c(SCC(=O)Nc2ccc(F)cc2)nc2ccccc2c1=O,11,-2,8,-4,-5,10,-2,-7
COc1ccc(C(C)=O)cc1CSc1nnc(Nc2ccc(C)cc2C)s1,13,-5,-6,-11,-10,15,-9,-6
CNC(=S)NNC(=O)c1c(C)nc2cc(C)ccn12,-9,-10,4,7,-3,2,-3,7
COc1cccc(-n2ccn(CC(=O)NCCc3ccccc3)c(=O)c2=O)c1,2,-4,-8,-5,-2,3,-4,-12
Cc1ccc(C(=O)Nc2ccc3cn[nH]c3c2)cc1S(=O)(=O)N1CCCCC1,9,-76,-1,11,-38,-61,6,0
Cc1[nH][nH]c(=O)c1C(c1ccc(-c2cccc(C(=O)O)c2)o1)c1c(C)[nH][nH]c1=O,78*,25,16,-2,2,2,-54,19
Cc1ccc(NC(=S)N2CCN(c3ncccn3)CC2)c(C)c1,12,-3,4,-14,-3,11,2,0
Cn1ncc(Cl)c(Oc2ccc(Cl)cc2)c1=O,9,-4,0,-3,1,2,-13,6
Cc1ccc(Cn2c(CCCO)nc3ccccc32)cc1,-7,-3,-2,-6,11,-1,7,14
Cc1[nH][nH]c(=O)c1C(c1cc(Br)ccc1O)c1c(C)[nH][nH]c1=O,14,22,4,6,6,24,6,4
CCCN1CCN(C(=O)Nc2ccc(C(=O)OCC)cc2)CC1,5,-22,-8,-14,-3,-2,-7,-6
COCCN(CCOC)Cc1cc(=O)oc2cc3c(cc12)CCC3,4,5,-5,5,6,-12,-7,-2
CCc1cn(C2CC(O)C(CO)O2)c(=O)[nH]c1=O (configuration not stated),9,16,0,-4,-22,17,-8,-12
Cc1cc(NS(=O)(=O)c2ccc(NC(=O)CSc3nc4sc(C)c(C)c4c(=O)[nH]3)cc2)no1,9,6,9,5,-1,-4,-15,0
O=C(c1ccccc1)c1ccc(-c2ccc(O)cc2)cc1,6,-65,7,2,-34,-20,6,51*
COc1ccc(-c2nc3cccc(C)n3c2NCC2CCCO2)cc1O (configuration not stated),7,-6,-13,-4,19,-32,4,-1
CCCOc1ccc(N2C(=O)CC(NCc3cccs3)C2=O)cc1 (configuration not stated),-6,18,-3,-5,-1,8,0,-5
Cc1cc(-c2nn(-c3ccccc3F)cc2CN2CCCC(CO)C2)c(C)s1 (configuration not stated),17,0,9,10,21,-3,3,-4
COc1ccc2c(c1)c(CCNNC(=O)C(C)(C)C)c(C)n2C(=O)c1ccc(Cl)cc1,23,22,6,5,2,19,24,-10
CC(=O)/C(N=Nc1nc2c([nH]1)c(=O)n(C)c(=O)n2C)=C(\C)O,-5,13,-10,-4,6,-1,-10,-6
COc1ccccc1CN1CCC(n2nccc2NC(=O)c2ccccc2Cl)CC1,-3,-1,-4,-1,15,-1,6,7
CC(=O)N1C(=O)NC(c2ccccc2)=C([N+](=O)[O-])C1c1ccccc1 (configuration not stated),8,4,-1,-2,4,-5,-4,0

# In the list so far, these contain two or more sulfur atoms:
SMILES,Apaf1 inhib,697 NFkB inh,SENP7 inh,HKDC1 inhibitor,Gli-Sufu block,Jurkat NFkB inh,UBC13 polyUb,SENP8 inh
COc1ccc(C(C)=O)cc1CSc1nnc(Nc2ccc(C)cc2C)s1,13,-5,-6,-11,-10,15,-9,-6
Cc1cc(NS(=O)(=O)c2ccc(NC(=O)CSc3nc4sc(C)c(C)c4c(=O)[nH]3)cc2)no1,9,6,9,5,-1,-4,-15,0

# Continued.
SMILES,Apaf1 inhib,697 NFkB inh,SENP7 inh,HKDC1 inhibitor,Gli-Sufu block,Jurkat NFkB inh,UBC13 polyUb,SENP8 inh
COc1ccccc1CNC(=O)C1CCCN(S(=O)(=O)c2ccc3c(c2)C(C)(C)C(=O)N3C)C1 (configuration not stated),7,11,3,-2,12,3,4,0
CCC(C)Sc1ccc([C@@H]2[C@H]3C(=O)N(CC)C(=O)[C@H]3[C@]3(C(=O)OC)CCCCN23)cc1 (some centres not stated),24,-10,-3,-2,8,8,-7,-4
CCn1c(C2CC(=O)N(c3ccc(C)c(C)c3)C2)nc2ccccc21 (configuration not stated),6,-8,-5,-5,7,7,4,0
Cn1c(C(=O)N2CCCC(C(=O)NCc3ccccc3)C2)cc2sccc21 (configuration not stated),1,9,-7,-6,-5,13,1,-1
COc1ccccc1NC(=O)Cn1cnc2c(cnn2-c2ccccc2)c1=O,7,-4,-1,-2,10,9,3,2
COc1ccc(CCNC(=O)c2ccc(N3CCCC3=O)cc2)cc1OC,-22,18,1,-7,1,-1,11,-6
O=C(CC(SCCO)c1ccc([N+](=O)[O-])cc1)c1ccco1 (configuration not stated),-3,23,-3,-3,-17,-10,-3,-5
CCCSc1nnc(NC(=O)c2ccco2)s1,4,-56,-4,-1,-35,-12,-18,-13
Cc1csc(NC(=O)CCc2nc3ccccc3s2)n1,-1,3,-3,1,99*,-6,7,-3
COc1cc(OC)cc(C(=O)Oc2ccc(/C=N/Nc3nc4ccccc4s3)cc2OC)c1,1,-94,-3,18,3,-124,-10,0
COc1ccccc1/C=C1\SC(=S)N(CCC(=O)N2CCCCC2CCO)C1=O (configuration not stated),22,2,-5,0,-12,9,3,0
O=C(Nc1cccnc1)c1cc(-c2cccc(Br)c2)nc2ccccc12,21,-8,-3,1,-3,-3,-6,1
Cc1[nH]ncc1-c1nc2ccccc2[nH]1,-3,2,12,-12,-9,1,13,0
CCOC(=O)N1CCN(Cc2nc3c(c(=O)n(C)c(=O)n3C)n2Cc2ccccc2)CC1,0,25,0,-5,1,11,-2,6
CCCN1CCN(C(=O)C2CCN(S(=O)(=O)c3ccc4c(c3)NC(=O)C(C)S4)CC2)CC1 (configuration not stated),-2,12,0,0,-9,12,4,1
NC(=O)C1CCN(c2ccc3c(c2)S(=O)(=O)c2ccccc2C3=O)CC1,-1,-4,31,0,3,-40,-42,-1
COC(=O)C1N[C@@H]([C@@H](NC(=O)COc2ccccc2)C(=O)NC2CC2)SC1(C)C (some centres not stated),-12,18,0,-5,5,10,0,-6
CCOc1cc(/C=C2/C(=N)N3OC(C)=CC3=NC2=O)ccc1OCCOc1ccccc1,8,17,3,-2,2,-1,2,0
CC(=O)c1c(N2CCCC2)nc(=S)n(-c2ccccc2)c1C,-15,5,-2,-14,7,-9,2,1
OCCCc1nc2n(n1)C(c1ccccc1)C=C(c1ccccc1)N2 (configuration not stated),13,15,-6,-5,7,-3,12,-6
COc1ccc(/C=C/C(=O)OCC(=O)NC(=O)NC(C)(C)C)cc1,10,-3,-10,-5,-4,1,-2,-24
O=C1N/C(=C/c2ccsc2)C(=O)N1c1ccccc1,0,-26,4,-2,-22,-12,-5,-9
COc1ccc2cc(/C=N/NC(=O)c3c(Cl)cnn3C)c(Cl)nc2c1,-13,10,7,-75,6,10,40,4
CCOC(=O)CSc1ncnc2c(C(=O)OCC)c3n(c12)CCC3,-14,15,3,20,3,-3,-2,-2
COc1ccccc1NC(=O)CSc1n[nH]c(Cc2ccccc2)n1,1,-10,-8,7,-1,19,4,-7
CCOC(=O)N1CCN(C(=O)CCc2c(C)nc3c(c(C)nn3-c3ccc(C)c(C)c3)c2C)CC1,29,-6,-1,-4,-3,2,24,-4
Cc1ccnc(NS(=O)(=O)c2ccc(NC(=O)c3ccc([N+](=O)[O-])s3)cc2)n1,-3,-4,-1,-8,1,1,-9,9
COc1cc(C2NC(=O)c3ccccc3O2)cc(OC)c1OC (configuration not stated),-1,-6,-12,-4,2,-3,-3,-13
O=C(CCc1nc2ccccc2c(=O)[nH]1)N1CCN(c2ccc(F)cc2)CC1,0,1,0,-4,2,-25,-3,6

# Screening results (PubChem)
